# High-throughput results from PubChem BioAssay.
# MmCpn inh: blocks the Methanococcus maripaludis chaperonin Mm-Cpn; purified Mm-Cpn ATPase, ADP Transcreener TR-FRET; Potency, µM (highest dose often 76.9 µM), inactives show at the highest dose activity, negative = inhibition, usual class: inhibitors; 330,000 compounds, 0.031% hits; also: potency is read from the fitted curve at half-maximal effect; % is scaled to controls: 0 for no effect and ±100 for the full control effect; nearly all actives have a fitted effect of over 80% in size
#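 Inhibition of chaperonin ATP hydrolysis is measured as reduced ADP production, detected by competitive TR-FRET in which signal falls with ADP. Final enzyme 25 nM and ATP 10 uM, reacted 30 min at 37°C.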
# HEK293 tox: cytotoxicity in counter-screen for GLP-1R inverse agonists; HEK293 cAMP-luciferase reporter cells, luminescence, 24 h; Potency, µM (series often up to 38.3 µM), for inactives: top-dose activity change, negative = inhibition, usual class: inhibitors; 410,000 compounds, 0.13% hits;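 also: loss of luciferase light is scored as toxicity; potency is read from the fitted curve at half-maximal effect; % is scaled to controls: 0 for no effect and ±100 for the full control effect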
#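 Compound-treated cells are incubated 24 hr at 37 deg C under 5% CO2 after a 12 hour attachment period, then luciferase detection reagent is added and luminescence is measured following 12 min at room temperature; lowered signal indicates toxicity.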
# FUS suppressor: suppressors of FUS proteinopathy in yeast; Potency, µM (doses to about 76.6 µM), inactives show top-dose growth rescue (activation), usual class: activators; S. cerevisiae FUS-expressing, growth rescue, OD600, 24 h; AID 1347120; 390,000 compounds, 0.24% hits;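 also: potency is read from the fitted curve at half-maximal effect; plate controls were DMSO vehicle for no effect and reference control for full effect; nearly all actives have a fitted effect of over 55% in size; some results filed as inactive show a strong effect at the top dose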
#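 Yeast FUS proteinopathy model; galactose-induced FUS (2%), starting OD 0.005. Cpds in dilution series, 24hr, 30C, 99% humidity. Abs 600 nm growth. Pos ctrl CP55940 (top 92uM final); neg ctrl DMSO.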
# Akt phos inh: blocks phosphorylation of Akt. Neuro2A IGF-stimulated pAkt S473 HTRF, 20 min; stronger effect = lower value. activity change, % for hits at 50 µM. 360,000 compounds, 0.32% hits. AID 651550; in the data active = activity change below about -80%; inconclusive = mostly about -51% to -80%; also: % is scaled to controls: 0 for no effect and ±100 for the full control effect
#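 Neuro2A cells in DMEM with 0.5% FBS, overnight at 37 deg C, given compound at single 50 µM final, then IGF (6 nM final) for 20 min at 37 deg C. Lysed; phospho-Akt Ser473 by HTRF after 24 h, 665/615 ratio.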
# GLP-1R inv ag: GLP-1 receptor (human) inverse agonism; Potency, µM (top dose mostly 38.3 µM), inactives show at the top dose activity change, negative = inhibition, actives largely listed as inhibitors; HEK293 GLP-1R CRE-luciferase, luminescence, 24 h; GLP-1R form is constitutively active; 410,000 compounds, 1.6% hits; also: potency is read from the fitted curve at half-maximal effect; % is scaled to controls: 0 for no effect and ±100 for the full control effect; nearly all actives have a fitted effect of over 55% in size
# Target sequence (P43220 whole entry, looked up): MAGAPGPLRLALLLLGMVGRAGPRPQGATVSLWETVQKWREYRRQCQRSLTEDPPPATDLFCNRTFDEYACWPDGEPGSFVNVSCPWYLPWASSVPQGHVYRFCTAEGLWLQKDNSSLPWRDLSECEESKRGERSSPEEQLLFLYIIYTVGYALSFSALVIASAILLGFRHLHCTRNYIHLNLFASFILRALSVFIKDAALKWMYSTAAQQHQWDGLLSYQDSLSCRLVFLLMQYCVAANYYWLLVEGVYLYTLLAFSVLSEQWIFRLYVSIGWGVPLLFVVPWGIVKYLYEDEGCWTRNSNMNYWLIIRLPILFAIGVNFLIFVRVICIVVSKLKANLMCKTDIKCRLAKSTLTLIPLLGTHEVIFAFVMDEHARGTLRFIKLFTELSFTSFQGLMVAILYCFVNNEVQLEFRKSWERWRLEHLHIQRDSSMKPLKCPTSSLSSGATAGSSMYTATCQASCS
#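 Assay principle: reduced luminescence from a cAMP-responsive reporter in HEK293 cells co-expressing a constitutively active GLP-1R. Conditions: 24 hr compound incubation, 37 deg C, 5% CO2.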
# PTHR1 agonist: PTHR1 (human) receptor agonism | HEK293 GP2 PTHR1 cells, GloSensor cAMP luminescence, 1 h | Potency, µM (highest dose often 115 µM), for the others: top-dose activation, actives largely listed as activators | AID 743266 | Q03431 | 410,000 compounds, 0.075% hits; also: potency is read from the fitted curve at half-maximal effect; nearly all actives have a fitted effect of over 55% in size; some results filed as inactive show a strong effect at the top dose; inactives centre near -15; many of its hits are not listed in these tables
# Target sequence (Q03431 whole entry, looked up): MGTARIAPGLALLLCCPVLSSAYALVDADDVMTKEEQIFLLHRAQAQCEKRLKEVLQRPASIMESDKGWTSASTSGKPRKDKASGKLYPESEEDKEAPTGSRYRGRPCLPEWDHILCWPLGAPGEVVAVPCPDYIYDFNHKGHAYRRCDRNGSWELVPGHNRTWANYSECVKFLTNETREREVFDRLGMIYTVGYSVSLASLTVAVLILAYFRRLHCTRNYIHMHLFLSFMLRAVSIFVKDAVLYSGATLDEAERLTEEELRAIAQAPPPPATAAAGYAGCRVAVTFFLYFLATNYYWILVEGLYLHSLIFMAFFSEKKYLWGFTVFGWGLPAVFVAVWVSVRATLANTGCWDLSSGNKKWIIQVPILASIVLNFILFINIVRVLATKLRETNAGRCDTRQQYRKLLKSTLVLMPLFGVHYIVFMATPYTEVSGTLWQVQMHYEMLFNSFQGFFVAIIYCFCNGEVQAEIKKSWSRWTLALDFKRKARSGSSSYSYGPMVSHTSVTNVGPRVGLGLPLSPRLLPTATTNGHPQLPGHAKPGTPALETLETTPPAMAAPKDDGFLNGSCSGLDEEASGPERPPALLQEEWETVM
#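 HEK-293-derived GP2 cells expressing PTHR1 and a GloSensor cAMP reporter, 3,000/well, plated overnight, given luciferin plus IBMX (each 0.5 mM as added) for 1 h at 37 °C, then compound for 1 h at 37 °C. Luminescence was read after 15 min at room temperature.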
# Abeta yeast res: restores growth of yeast expressing A-beta42 peptide | yeast expressing A-beta42, growth rescue, OD600, 48 h; response scale: 0% DMSO, 100% iron-clioquinol control | Potency, µM (series often up to 46.1 µM), inactives show at the highest dose growth rescue, usual class: activators | 410,000 compounds, 0.063% hits; also: potency is read from the fitted curve at half-maximal effect; nearly all actives have a fitted effect of over 55% in size
#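 Yeast growth medium received pinned compounds, then yeast cells expressing toxic A-beta were added; plates incubated at 30 C for 48 hr. Growth read as absorbance at 600 nm, normalized to DMSO and equimolar FeCl3 plus clioquinol controls.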
# TDP-43 yeast inh: rescues yeast growth from TDP-43 toxicity. TDP-43 expressing yeast growth rescue, BacTiter-Glo, 24 h. Potency, µM (doses to about 46.1 µM), for the others: at the highest dose growth rescue (activation), usual class: activators. 410,000 compounds, 1.8% hits; also: potency is read from the fitted curve at half-maximal effect; % of control where 0% means no effect; nearly all actives have a fitted effect of over 50% in size
#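 Cell-based yeast growth screen: TDP-43 expression induced in galactose, inoculum OD600=0.02 after raffinose pregrowth to mid-log. Read-out BacTiter-Glo luminescence at 24 hr, 30 deg C; inhibition of toxicity seen as signal increase.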
# aSyn yeast inh: inhibitors of alpha-synuclein toxicity in yeast | Potency, µM (series often up to 46.1 µM), inactives show at the top dose growth rescue (activation), actives largely listed as activators | Yeast expressing alpha-synuclein, growth rescue, BacTiter-Glo, 24 h | AID 652106 | 370,000 compounds, 0.14% hits; also: potency is read from the fitted curve at half-maximal effect; % of control where 0% means no effect; nearly all actives have a fitted effect of over 65% in size
#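 Screening used galactose-induced yeast with toxic alpha-synuclein levels, exposed to compound for 24 hr at 30 deg C. Cell growth, read with BacTiter-Glo luminescence, gave the measured signal.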
# * = called active by the depositor; i = inactive; ? = inconclusive; . = not tested or not shown; [ ] = dose if it differs, or a comment. Unless noted, calls follow the shape of the dose curve; as a rule, active = well fitted curve in the direction sought with a large enough effect; inconclusive = small, poorly fitted or top-dose-only effect, or another doubt; inactive = no such curve, though single readings can be large; an effect the other way counts as inactive or inconclusive.
canonical_smiles	MmCpn inh	HEK293 tox	FUS suppressor	Akt phos inh	GLP-1R inv ag	PTHR1 agonist	Abeta yeast res	TDP-43 yeast inh	aSyn yeast inh
CC(C)N(C(=O)[C@H]1C[C@H](CC(=O)NCCc2ccccn2)C(=O)N2CCc3c([nH]c4cc(-c5ccco5)ccc34)[C@]12C)C(C)C	?	4%	37%	i	?	-3%	-30%	-12%	-5%
CC(C)(C)NC(=O)NC(=O)COc1ccccn1	0%	-2%	13%	i	5%	-18%	-11%	-19%	-1%
CCOC(=O)C1=C(C)N(CC(C)C)C(=O)/C1=C\c1cccs1	2%	-5%	-16%	i	-3%	i	6%	2%	4%
O=C(c1noc2c1CCCCC2)N1CCN(c2cccc(C(F)(F)F)c2)CC1	.	8%	40%	.	?	-67%[inhibitor]	-17%	?	.
O=C1C(=O)N(CCCO)C(c2ccccc2)/C1=C(\O)c1ccc(Br)cc1 (configuration not stated)	-1%	4%	12%	i	8%	-5%	-7%	7%	-1%
CCCn1c(SCC(=O)Nc2ccc(C)c(S(=O)(=O)N3CCOCC3)c2)n[nH]c1=O	-1%	14%	1%	i	17%	-23%	0%	-17%	0%
Cc1nn(-c2ccccc2)c(C)c1/C=N/NC(=O)CSc1nnc(-c2ccccc2)n1-c1ccc(Cl)cc1	-1%	-7%	24%	i	?	i	1%	-21%	1%
CN(C(=O)c1cc2c(=O)oc3ccccc3c2s1)c1ccc(F)cc1	.	2%	-4%	.	-4%	-36%[inhibitor]	-5%	0%	.
CN(c1ccccc1C(=O)N1CCOCC1)S(C)(=O)=O	.	0%	-49%[inhibitor]	i	11%	-8%	-4%[9.22 µM]	-5%	-6%
CCOC(=O)N1CCN(c2nc(-c3ccc(OC)cc3)no2)CC1	1%	-12%	21%	i	0%	-40%[inhibitor]	-10%	-5%	4%
CC(C)C[C@@H](CNCC(=O)[C@H](CC(=O)O)NC(=O)c1[nH]cnc1C(=O)N[C@H](CN)CC(C)C)NC(=O)c1nc[nH]c1C(=O)N[C@@H](C)C(=O)O	.	0%	9%	i	9%	-8%	8%	16%	-5%
O=C(COC(=O)c1cc([N+](=O)[O-])ccc1NCc1ccccc1)NCc1ccccc1Cl	-2%	-6%	-12%	i	1%	i	?	-5%	2%
COCCCNC(=O)COc1ccc(Cl)c(C)c1	0%	1%	7%	i	2%	i	3%	6%	-1%
CCOC(=O)c1c(C)[nH]c(CCC(=O)NCc2cc(OC)c(OC)c(OC)c2)c1C	.	1%	9%	.	10%	i	-24%	17%	.
CC(=O)OCCn1c([N+](=O)[O-])cnc1C=[N+]([O-])C1CCCCC1	.	-11%	-12%	i	5%	-12%	-7%	-2%	-5%
COC(=O)c1ccc(-n2nnnc2SCC(=O)N2CCCCC2)cc1	-1%	4%	10%	i	8%	i	-18%	0%	-1%
COc1ccc(-c2csc(N(CCCN(C)C)C(=O)c3ccc(C)cc3)n2)cc1	0%	-22%	13%	i	4µM*	-22%	8%	-13%[1.82 µM]	0%
C/C(=N\NC(=O)COc1ccc(C(C)(C)C)cc1)c1ccc2c(c1)OCCO2	0%	-6%	.	i	-21%	-20%	-7%	4%	-13%
C[C@@H]1CN([C@@H](C)CO)C(=O)CCCn2nncc2CO[C@H]1CN(C)C	.	0%	-7%	i	32%	-20%	7%	17%	-6%
COc1ccc(CCNC(=O)C/C(C)=N/NC(=O)Cc2cccc3ccccc23)cc1OC	2%	-9%	-2%	i	-27%	-12%	10%	7%	2%
CCOc1ccccc1NC(=O)CCNS(=O)(=O)c1ccccc1	0%	-3%	-29%	i	-6%	i	0%	2%	-1%
O=C(Cn1c(S(=O)(=O)Cc2ccccc2)nc2ccccc21)N1CCCCC1	2%	-3%	-15%	i	-22%	-23%	-18%	-29%	-3%
CCOc1ccc(Nc2nc3c(S(=O)(=O)c4ccc(C(C)C)cc4)nnn3c3ccsc23)cc1	.	0%	-6%	.	3%	-1%	-13%	9%	.
O=C(NCc1cccc(Cl)c1)c1ccc(CS(=O)Cc2ccc(Cl)cc2)o1 (configuration not stated)	4%	-4%	23%	i	?	-18%	12%	-5%	10%
O=C1C(=O)N(CCCN2CCOCC2)C(c2ccc(F)cc2)/C1=C(/O)c1ccccc1 (configuration not stated)	1%	1%	9%	i	8%	i	2%	2%	-4%
O=C(Nc1cccc(-c2nc3ccccc3o2)c1)c1cccc(Br)c1	.	-19%	-26%	.	4%	-2%	-8%	-1%	.
Cc1cc(C)c(C2C3=C(Nc4c2c(C)nn4-c2ccccn2)c2ccccc2C3=O)c(C)c1 (configuration not stated)	1%	?	.	i	-9%	i	4%	13%	1%
COc1ccc(NC(=O)Nc2nc(C(N)Cc3ccc(C(F)(F)F)cc3)cs2)cc1 (configuration not stated)	.	?	?	i	?	i	-5%	12%	-20%
COCCNc1ncnc2c1ncn2[C@H]1CN(CCOC)C[C@@H](CO)O1	.	-15%	-20%	i	30%[activator]	i	-16%	1%	3%
Cc1cccc(Nc2nc(N)nc(-c3oc4ccccc4c3C)n2)c1	-3%	-24%	8%	i	-21%	-8%	-1%	?	-1%
CCOC(=O)C(CC)n1cnc2c(cnn2-c2ccc(Cl)cc2)c1=O (configuration not stated)	-4%	-5%	12%	i	8%	-11%[57.5 µM]	-6%	5%	-3%
COc1ccc(CNC(=O)c2cc3c(=O)[nH]c4ccc(C)cc4c3s2)c(OC)c1	.	7%	17%	.	35%[activator]	i	-9%	16%	.
CN(/N=C/c1ccco1)C1=NS(=O)(=O)c2ccccc21	-6%	8%	1%	i	11%	-14%	11%	-7%[9.22 µM]	1%
O=C(/C=C/c1ccccc1)OCc1cncs1	-1%	-8%	20%	i	17%	-9%	-11%	-13%[1.82 µM]	3%
CC1(C(=O)NS(=O)(=O)c2cccc(Cl)c2)CCN1C(=O)Cc1ccc(-c2ccccc2)cc1 (configuration not stated)	.	4%	16%	i	?	-25%	-8%	9%	-19%
Cn1c(SCc2ccc(Br)cc2)nnc1-c1cccs1	0%	1%	19%	i	0%	-3%[57.5 µM]	-27%	14µM*	9%
Cc1csc(SC(C)C(=O)Nc2ccccc2C)n1 (configuration not stated)	0%	-5%	-20%	i	-12%	i	-1%	25%	8%
COCCCNCC(O)C(F)(F)F (configuration not stated)	0%	-2%	-16%	i	6%	i	-1%	-5%	7%
COc1ccc(CCNC(=O)c2nonc2N)cc1	0%	-11%	18%	i	0%	-9%[57.5 µM]	-17%	?	-6%
O=C(c1cc(COc2ccc(F)cc2Cl)on1)N1CCCC(c2ccccc2)C1 (configuration not stated)	-3%	-2%	?	i	?	i	6%	9%	5%
Cc1sc2ncnc(SCC(=O)N3CCCCC3)c2c1C	-2%	1%	5%	i	8%	-18%	-21%	15%	4%
O=C(/C=C/c1ccc2c(c1)OCO2)N1CCN(c2ccccc2F)CC1	1%	-7%	.	i	6%	-24%	-37%[inhibitor]	35µM*	5%
CCOC(=O)c1ccc(NC(=O)C2CCCN(S(=O)(=O)c3ccc(F)cc3)C2)cc1 (configuration not stated)	2%	?	31%	.	?	-10%[57.5 µM]	-6%	1%	13%
CC(C)CC(=O)Nc1ccc(C(=O)COC(=O)CN2C(=O)NC3(CCCCC3C)C2=O)cc1 (configuration not stated)	1%	-10%	19%	i	3%	-9%	12%	17%	-8%
COc1ccc(CNC(=O)CSc2ncc3c(n2)-c2ccc(Cl)cc2N(Cc2ccc(F)cc2)S3(=O)=O)cc1OC	.	0%	18%	.	-3%	?	-14%	3%	.
Cc1ccc(S(=O)(=O)N(CCO)c2cc3c(s2)CCCC3)cc1	-2%	-1%	13%	i	?	-14%[57.5 µM]	9%	1%	17%
Cc1nc2ccc(NC(=O)c3ccc(Cl)c([N+](=O)[O-])c3)cc2s1	1%	-12%	.	i	24%	-20%	22%	0%	5%
O=c1[nH]ncc(N2CCN(C(c3ccccc3)c3ccccc3)CC2)c1Cl	-7%	8%	-28%	i	13µM*	i	5%	15%	8%

# Whole records, quoted from the list.
# CN(C(=O)c1cc2c(=O)oc3ccccc3c2s1)c1ccc(F)cc1 is listed with MmCpn inh = .; HEK293 tox = 2%; FUS suppressor = -4%; Akt phos inh = .; GLP-1R inv ag = -4%; PTHR1 agonist = -36%[inhibitor]; Abeta yeast res = -5%; TDP-43 yeast inh = 0%; aSyn yeast inh = .
# COc1ccc(CNC(=O)CSc2ncc3c(n2)-c2ccc(Cl)cc2N(Cc2ccc(F)cc2)S3(=O)=O)cc1OC is listed with MmCpn inh = .; HEK293 tox = 0%; FUS suppressor = 18%; Akt phos inh = .; GLP-1R inv ag = -3%; PTHR1 agonist = ?; Abeta yeast res = -14%; TDP-43 yeast inh = 3%; aSyn yeast inh = .

# 3 of the compounds above, with two lines to a compound.
# Value order – MmCpn inh, HEK293 tox, FUS suppressor, Akt phos inh, GLP-1R inv ag, PTHR1 agonist, Abeta yeast res, TDP-43 yeast inh, aSyn yeast inh
CC(C)CC(=O)Nc1ccc(C(=O)COC(=O)CN2C(=O)NC3(CCCCC3C)C2=O)cc1 (configuration not stated)
 : 1%, -10%, 19%, i, 3%, -9%, 12%, 17%, -8%
COc1ccc(CNC(=O)CSc2ncc3c(n2)-c2ccc(Cl)cc2N(Cc2ccc(F)cc2)S3(=O)=O)cc1OC
 : ., 0%, 18%, ., -3%, ?, -14%, 3%, .
Cc1ccc(S(=O)(=O)N(CCO)c2cc3c(s2)CCCC3)cc1
 : -2%, -1%, 13%, i, ?, -14%[57.5 µM], 9%, 1%, 17%

# Only part of the results is shown, so the mix of outcomes need not match the whole.
